Source: PubChem
CCT modulator: cytosolic chaperonin activity modulation. purified chaperonin ATPase assay, HTRF ADP detection, 30 min. activity change, % (test concentration not listed), hits read low. hit rate 0.3% among 360,000. AID 651819; in the data active means activity change below about -30%; further: on the % scale 0 is the no-effect control and ±100 the full control effect
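First, chaperonin was dispensed at 40 nM or 20 nM final depending on batch activity. Next, compounds were pinned at 76 uM and ATP added at 10 uM. After 30 min at 37 °C, ADP detection reagents ran 30 min at ambient temperature.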
PLK1 PBD inh: PLK1 (human) polo-box domain binding inhibition; Plk1 PBD binding of FITC phosphopeptide, fluorescence polarization; hit rate 2.8% among 360,000; P53350; Potency, µM, for inactives: max response, negative = inhibition, actives largely listed as inhibitors; further: potency means the concentration at half of the fitted maximal effect; series mostly up to about 57 µM; on the % scale 0 is the no-effect control and ±100 the full control effect; nearly all actives have a fitted effect of over 65% in size
MmCpn inh: inhibitors of Methanococcus maripaludis chaperonin (MmCpn). purified Mm-Cpn ATPase, ADP Transcreener TR-FRET. Potency, µM (highest dose often 76.9 µM), for inactives: top-dose activity, negative = inhibition, usual class: inhibitors. hit rate 0.031% among 330,000. AID 504842; further: potency means the concentration at half of the fitted maximal effect; on the % scale 0 is the no-effect control and ±100 the full control effect; nearly all actives have a fitted effect of over 80% in size
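ATPase turnover read by TR-FRET ADP competition (Eu cryptate antibody/ADP-d2, 665/590 nm): 10uM ATP final, 25nM Mm-CPN final, 30 min 37degC after 10-min compound preincubation, pH 7.4 Tris/KCl/MgCl2/DTT buffer.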
EPAC1 antagonist: EPAC1 (human) antagonism. O95398. EPAC1 GEF assay, Rap1b-BODIPY-GDP exchange fluorescence. Potency, µM (titrated, usually from 115 µM), for inactives: at the highest dose activity change, negative = inhibition, hits mostly inhibitors. hit rate 0.14% among 360,000. AID 720709;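 further: potency means the concentration at half of the fitted maximal effect; plate controls were vehicle for no effect and positive control for full effect; nearly all actives have a fitted effect of over 50% in size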
PI5P4K alpha inh: blocks human PI5P4K alpha kinase activity; P48426; PI5P4Kalpha enzyme, ADP-Glo luminescence, 60 min; stronger effect = lower value; max response, %; hit rate 1.2% among 330,000; active means max response of -50% or lower; inconclusive means between -30% and -50%; inactive means -30% or higher; further: value at the top dose of about 77 µM; on the % scale 0 is the no-effect control and ±100 the full control effect
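Human PI5P4Kalpha with substrate in 0.038 M HEPES pH 7.4, 0.28 mM EGTA, 0.1% CHAPS, 5% DMSO; reaction started with 5 microM ATP (final), 60 min at room temperature. ADP formed read by ADP-Glo luminescence.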
WRN helicase inh: WRN helicase (human) inhibition. AID 651768. WRN helicase unwinding, fluorescent forked duplex, kinetic. hit rate 0.46% among 360,000. Potency, µM (highest dose often 114 µM), inactives show at the highest dose activity change, negative = inhibition, hits mostly inhibitors; further: potency means the concentration at half of the fitted maximal effect; on the % scale 0 is the no-effect control and ±100 the full control effect; nearly all actives have a fitted effect of over 55% in size
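WRN at 20 nM final preincubated with compound 15 min at room temperature; reaction started with 100 nM fluorophore/quencher forked duplex oligonucleotide and 2 mM ATP final. Unwinding followed kinetically by red fluorescence (ex 525, em 598 nm).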
EPAC1 ag: agonists of human EPAC1; EPAC1 agonist qHTS, biochemical assay; response scale: 100% = response to 6.5 mM cAMP; Potency, µM (highest dose often 154 µM), without a hit: at the top dose activation, most hits filed as activators; hit rate 0.073% among 360,000; AID 720707; further: potency means the concentration at half of the fitted maximal effect; nearly all actives have a fitted effect of over 60% in size
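Read-out is the fluorescence drop as BODIPY-GDP leaves Rap1B (480 nm excitation, 540 nm emission), recorded every 5 minutes over 30 minutes. Reactions held 100 nM EPAC1, 250 nM Rap1B–BODIPY-GDP and 50 uM GDP, with 6.5 mM cAMP setting full activation.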
EPAC2 antagonist: EPAC2 (human) antagonism | hit rate 0.18% among 360,000 | Q8WZA2 | EPAC2 GEF exchange of Rap1B-BODIPY-GDP, fluorescence | Potency, µM (titrated, usually from 114 µM), for the others: top-dose activity, negative = inhibition, most hits filed as inhibitors; further: potency means the concentration at half of the fitted maximal effect; on the % scale 0 is the no-effect control and ±100 the full control effect; nearly all actives have a fitted effect of over 45% in size; many of its hits are not listed in these tables
Target sequence (Q8WZA2 whole entry, looked up): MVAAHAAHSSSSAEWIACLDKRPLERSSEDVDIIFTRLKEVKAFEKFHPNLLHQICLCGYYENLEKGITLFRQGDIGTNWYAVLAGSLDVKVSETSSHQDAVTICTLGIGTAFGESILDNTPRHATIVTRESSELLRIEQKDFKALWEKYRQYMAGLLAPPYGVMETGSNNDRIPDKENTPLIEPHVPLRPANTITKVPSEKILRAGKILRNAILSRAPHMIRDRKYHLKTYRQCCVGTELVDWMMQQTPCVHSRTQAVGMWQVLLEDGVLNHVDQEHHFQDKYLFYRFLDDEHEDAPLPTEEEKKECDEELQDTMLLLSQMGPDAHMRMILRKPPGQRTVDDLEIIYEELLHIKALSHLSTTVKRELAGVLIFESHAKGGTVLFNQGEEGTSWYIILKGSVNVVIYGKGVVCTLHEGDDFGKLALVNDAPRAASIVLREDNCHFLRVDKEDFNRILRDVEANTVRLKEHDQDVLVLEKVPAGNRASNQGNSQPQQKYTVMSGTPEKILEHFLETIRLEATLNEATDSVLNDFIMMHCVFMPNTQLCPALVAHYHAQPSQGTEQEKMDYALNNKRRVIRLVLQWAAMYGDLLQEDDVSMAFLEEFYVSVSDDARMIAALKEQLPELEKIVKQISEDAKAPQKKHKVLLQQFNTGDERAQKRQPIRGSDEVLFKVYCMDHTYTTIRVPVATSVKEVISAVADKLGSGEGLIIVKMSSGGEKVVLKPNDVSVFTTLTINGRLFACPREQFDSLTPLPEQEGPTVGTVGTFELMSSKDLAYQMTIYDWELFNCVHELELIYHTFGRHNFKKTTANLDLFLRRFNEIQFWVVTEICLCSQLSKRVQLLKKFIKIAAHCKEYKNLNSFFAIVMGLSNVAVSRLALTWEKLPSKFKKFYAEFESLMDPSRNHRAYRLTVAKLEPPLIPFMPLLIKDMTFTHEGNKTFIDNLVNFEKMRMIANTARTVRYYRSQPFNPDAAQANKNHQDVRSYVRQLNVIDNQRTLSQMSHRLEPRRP
* marks the source's active call; other numbers are inactive results; u = inconclusive; x = not tested or not shown; [ ] = dose if it differs, or a comment. Unless noted, the call rests on the fitted dose curve; in most records, active means well fitted curve in the direction sought with a large enough effect; inconclusive means small, poorly fitted or top-dose-only effect, or another doubt; inactive means no such curve, though single readings can be large; an effect the other way counts as inactive or inconclusive. Not all compounds are listed; rates above refer to the full screens.

SMILES	CCT modulator	PLK1 PBD inh	MmCpn inh	EPAC1 antagonist	PI5P4K alpha inh	WRN helicase inh	EPAC1 ag	EPAC2 antagonist
N#Cc1ccc(OCC(=O)N2CCc3ccccc32)cc1	0.2	0.6%	0.7%	1.1%	-4.9	-8.6%	1.0%	-3.6%
O=S(=O)(c1ccc(F)cc1)N1CCn2c(nc3ccccc32)C1	-0.1	-1.0%	-3.3%	-4.9%	3.1	-0.4%	5.0%	4.2%
Cc1cccn2c(=O)c3cc(C#N)c(=NC(=O)c4cccnc4)n(CC4CCCO4)c3nc12 (centres undefined)	-4.5	-9.0%	x	7.4%	5.4	-10.9%	-0.4%	1.3%
CCCCCCCC/C=C\CCCCCCCC(=O)NCCO	-1.0	-14.6%	-1.2%	-11.3%	69.5	-2.7%	-21.0%	u
COc1ccc(CCNC(=O)C2CCN(c3ccc(N4CCOCC4)nn3)CC2)c(OC)c1	0.4	-2.0%	-10.9%	-18.9%	0.3	-7.9%	-10.8%	-8.1%
CCOc1ccccc1N1CCN(C(=O)c2cc(-c3cccnc3)nc3c(Cl)cccc23)CC1	-1.1	1.5%	-1.7%	-8.2%	-6.4	-18.7%	1.6%	-2.3%
O=C(NC1CCCN(Cc2ccc(Cl)cc2)C1)c1ccccc1C(F)(F)F (centres undefined)	0.1	-5.9%	1.3%	-2.5%	0.9	14.4%	-10.2%	16.5%
O=C(c1cc2ccccc2cc1OCC(O)CN1CCCCC1)N1CCCCC1 (centres undefined)	-5.2	-12.5%	0.6%	1.8%	5.1	0.6%	-1.0%	32.9%[activator]
Cc1ccc(S(=O)(=O)NNC(=O)C2CCCCC2)cc1	0.4	2.0%	3.2%	-8.4%	5.9	4.8%	-3.0%	2.6%
Cc1cc(C)c2c(CN3CCN(CCO)CC3)cc(=O)oc2c1	0.1	-8.1%	0.2%	-8.7%	-4.9	8.0%	5.8%	15.5%
Cc1cccn2c(=O)c3cc(C(=O)N4CCCCC4)sc3nc12	-3.8	-9.7%	0.1%	-14.6%	-8.2	3.2%	-12.2%	-1.5%
Cc1ccc(NC(=O)C2COc3ccccc3O2)nc1 (centres undefined)	0.2	-6.3%	-0.4%	3.1%	-7.7	1.6%	6.2%	-5.6%
Nc1c(C(=O)NCC2CCCO2)c2nc3ccccc3nc2n1/N=C/c1ccncc1 (centres undefined)	-3.1	-22.6%	x	11.3%	-0.3	-8.6%	15.8%	-2.0%
COc1ccc([N+](=O)[O-])cc1N(CC(=O)NCC1CCCO1)S(C)(=O)=O (centres undefined)	0.1	-3.3%	-1.0%	-9.4%	6.4	-19.2%	-2.6%	9.9%
Cc1cc(N2C(=O)C(O)=C(C(=O)c3cccs3)C2c2cccc(O)c2)no1 (centres undefined)	-4.5	-6.8%	-1.8%	0.0%	3.8	-4.6%	14.9%	8.6%
Cc1cc(C)c(S(=O)(=O)N(CC(=O)N2CCOCC2)C2CCCCC2)c(C)c1	-1.6	-5.8%	-0.4%	0.0%	x	2.1%	4.4%	-5.7%
Cc1cc(C)c(C#N)c(SCC(=O)N(CC(C)C)C2CCS(=O)(=O)C2)n1 (centres undefined)	-0.2	-5.1%	-2.5%	11.7%	7.6	-0.5%	10.9%	9.3%
CCOC(=O)/C(C#N)=C/c1cn(CCC(=O)O)nc1-c1cccc(Cl)c1	-1.0	-15.3%	-2.7%	-15.4%	6.6	-0.4%	-1.8%	-11.4%
CCCCn1c(N)c(N(CCOC)C(=O)CCCn2c(=O)oc3ccccc32)c(=O)[nH]c1=O	0.3	0.3%	x	12.6%	1.2	2.3%	5.9%	5.7%
c1ccc(OCCCn2ccnc2)cc1	-3.1	8.2%	-1.5%	-6.1%	-3.2	-7.1%	7.5%	u
Cc1noc(C)c1C(=O)NC(C)C1CCCO1 (centres undefined)	-1.6	-10.9%	1.7%	-8.9%	x	-3.1%	6.7%	-3.0%
CCOC(=O)c1c(N)sc2c1CCCC2=O	-1.2	-6.7%	0.6%	8.6%	-2.7	5.8%	6.2%	-4.3%
O=C(CCC(=O)N1CCCCC1)Nc1nnc(C2CCCCC2)s1	-0.4	-4.4%	1.2%	-1.8%	6.4	-5.5%	8.2%	0.3%
COCCn1c(SCC(=O)NCc2ccc3c(c2)OCO3)nc2ccccc2c1=O	-5.6	-23.1%	-0.9%	-14.9%	4.8	-2.6%	-2.9%	-13.0%
Cn1cccc1Cc1nnc(SCC(=O)Nc2cccc(F)c2)n1CCc1ccccc1	-1.2	-6.4%	-2.8%	-26.2%	3.9	-6.6%	1.5%	-14.0%
CCn1nc(C)c(NC(=O)c2cnn3c(C(F)F)cc(-c4ccccc4)nc23)c1C	-3.5	-21.7%	-1.8%	-20.3%	-25.0	-11.9%	9.6%	-12.4%
O=C(O)CCCCCNC(=O)Cn1nnc2ccccc2c1=O	0.3	-6.9%	0.5%	-11.2%	7.8	-7.7%	-5.0%	-2.5%
O=C(Nc1ccc(Br)cc1Br)Nc1cccc2[nH]c([C@@H]3O[C@H](CO)[C@@H](O)[C@H](O)[C@H]3O)nc12	-1.3	-4.7%	x	-1.3%	7.2	0.6%[57.1 µM]	-3.5%	3.2%
CC(=O)Nc1ccc(S(=O)(=O)N2CCC(C(=O)NCc3ccco3)CC2)cc1	-2.1	0.2%	-0.6%	-13.7%	3.6	6.0%	-11.9%	11.7%
CCC(C)NS(=O)(=O)c1ccc(S(=O)(=O)N(CCc2ccc(OC)c(OC)c2)Cc2cccs2)cc1 (centres undefined)	-0.3	3.3%	-0.8%	0.7%	13.9	-8.0%	-37.3%[inhibitor]	-0.8%
O=C1Nc2cc(Cl)c(Cl)cc2N(O)N1c1cccc(Cl)c1	0.3	-10.2%	-0.4%	3.1%	x	-10.8%	6.5%	0.4%
Cc1ccc(SC(c2ccc(C)cc2)C(Cn2cncn2)C(=O)c2ccccc2)cc1 (centres undefined)	-3.1	-1.2%	1.8%	-9.4%	1.6	8.5%	1.9%	0.7%
O=C(O)COc1ccccc1C(Nc1cccnc1)c1cc(Cl)c2cccnc2c1O (centres undefined)	-2.4	1.19µM*	2.6%	-14.9%	-64.5*	u	4.5%	-2.5%
CC1CC2(CC(C)(C(=O)CSc3n[nH]c(-c4ccccc4Cl)n3)OC2=O)C(=O)O1 (centres undefined)	1.1	u	-0.2%	3.9%	1.7	-35.4%	-0.7%	14.6%
CN(C)C(=O)c1coc2nc3ccccc3nc12	-2.0	-5.8%	-3.4%	-16.4%	-9.3	-3.1%	6.6%	-5.9%
Cc1cccc(NC(=O)C(Cc2ccccc2)n2cccc2)c1 (centres undefined)	-2.0	2.4%	-0.3%	10.5%	1.9	-2.7%	-1.9%	-10.4%
Cc1c(C(=O)NCCc2ccc3c(c2)OCCO3)oc2ccccc12	-0.1	0.6%	-1.2%	3.0%	-2.0	5.8%	-3.2%	9.9%
CCOc1cc(N2CCOCC2)c(OCC)cc1NC1=NCCCCC1	-0.8	-3.5%	-0.3%	-14.8%	7.0	-6.0%	0.0%	1.1%[57.1 µM]
CC(C)CNC(=O)c1cccc(NC(=O)C2CCCO2)c1 (centres undefined)	0.1	-1.4%	0.0%	-0.2%	-6.9	9.6%	-1.0%	4.1%
C[C@H](CO)N1C[C@H](C)[C@H](CN(C)Cc2cccc(C(F)(F)F)c2)OCc2ccccc2-c2c(n(C)c3ccccc23)C1=O	-1.4	4.7%	x	8.6%	-4.6	2.7%	-3.8%	5.1%
CCC(C)(C)C1CCc2c(sc(NC(=O)c3cccs3)c2C(N)=O)C1 (centres undefined)	-0.1	-8.0%	1.5%	5.5%	0.4	2.6%	-8.5%	5.9%
COc1ccccc1S(=O)(=O)Nc1cc(C)nn1-c1ccc(C)cc1	-0.1	-0.9%	-0.2%	-7.7%	7.1	2.0%[57.1 µM]	11.6%	-5.5%
Cn1c(N)c(C(=O)COC(=O)CSc2ccccc2)c(=O)n(C)c1=O	-0.7	-7.5%	0.1%	0.3%	4.6	-28.7%[57.1 µM]	0.4%	-16.2%
C/C(=N/NC(=O)CSCc1ccc(Cl)cc1)c1cccc(NC(=O)c2ccccc2)c1	0.5	-0.6%	1.5%	12.2%	x	-9.3%	6.9%	2.7%
O=C(COC(=O)c1cccnc1Cl)NCc1ccc2c(c1)OCO2	-1.9	-8.5%	-1.0%	-3.3%	-1.6	-22.5%	-2.4%	-2.7%
CCC(=Cc1ccc(CC)cn1)CC	-1.7	-10.6%	-0.1%	u	-14.1	8.5%	-1.8%	-7.0%
O=C(N/N=C\c1ccc(F)cc1)c1cc(OCC(F)(F)F)ccc1OCC(F)(F)F	-1.0	-6.9%	-1.1%	-12.4%	x	-2.6%	-5.2%	-0.7%
COCCOC(=O)C1=C(C)NC2=C(C(=O)CC(C)(C)C2)C1c1ccc(N(C)C)cc1 (centres undefined)	-17.5	-0.2%	-17.3%	3.9%	x	0.6%	-2.6%	4.9%
Cc1c(Cl)c(=O)oc2cc(OCC(=O)NCc3cccs3)ccc12	-0.7	-6.7%	-4.6%	8.4%	-0.1	-3.7%	-5.5%	4.4%
CCC(C)(C(=O)NC1CCCCC1)N(Cc1cccs1)C(=O)CC1NC(=O)NC1=O (centres undefined)	-2.8	0.8%	-1.0%	-0.7%	-2.2	-4.9%	4.0%	0.9%
Cc1ccc2[nH]c3c(c2c1)CCCC3NCCO (centres undefined)	-0.6	-9.2%	-0.3%	9.4%	10.9	-26.5%	8.2%	8.1%
CN(C(=O)CSc1nc2sc3c(c2c(=O)n1C)CCC3)C1CCS(=O)(=O)C1 (centres undefined)	0.2	-3.0%	-0.6%	15.1%	-12.9	9.8%	-12.6%	-3.5%

3 of the compounds above, with values under each structure.
Order of results – CCT modulator	PLK1 PBD inh	MmCpn inh	EPAC1 antagonist	PI5P4K alpha inh	WRN helicase inh	EPAC1 ag	EPAC2 antagonist
> CCC(C)(C(=O)NC1CCCCC1)N(Cc1cccs1)C(=O)CC1NC(=O)NC1=O (centres undefined)
 : -2.8	0.8%	-1.0%	-0.7%	-2.2	-4.9%	4.0%	0.9%
> COCCOC(=O)C1=C(C)NC2=C(C(=O)CC(C)(C)C2)C1c1ccc(N(C)C)cc1 (centres undefined)
 : -17.5	-0.2%	-17.3%	3.9%	x	0.6%	-2.6%	4.9%
> O=C(N/N=C\c1ccc(F)cc1)c1cc(OCC(F)(F)F)ccc1OCC(F)(F)F
 : -1.0	-6.9%	-1.1%	-12.4%	x	-2.6%	-5.2%	-0.7%
